RGS4 act = RGS4 potentiators or activators, primary screen, cell-based, HEK293 M3R inducible RGS4, calcium flux | carbachol calcium flux Fluo4; stronger effect = lower value | hit rate 0.92% among 310,000 | B-score at 10 µM | AID 463111, 2010;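 active means B-score of the integrated calcium signal more than 4 SD below the library mean, with starting fluorescence not abnormally high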;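 further: negative B-score means reduced calcium response which marks RGS4 activation or potentiation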
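System: HEK293 FlpIn-TREx cells, stable M3R, doxycycline-inducible RGS4. Timing: overnight RGS4 induction, 30 min dye load 37 °C, 20 min compound RT. Also added: carbachol, ECmax concentration. Measured by: Fluo4 fluorescence kinetic imaging of calcium. Evaluation: integrated calcium ratio converted to B score.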
KCNQ1 inh = inhibitors of human KCNQ1 channel, primary screen, cell-based, thallium flux, high-throughput; Potassium voltage-gated channel subfamily KQT member 1 (Homo sapiens), P51787; CHO-K1 KCNQ1, FluxOR thallium flux fluorescence; stronger effect = higher value; B-score at 10 µM; hit rate 1.3% among 310,000; AID 2642, 2010;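 active means compounds whose thallium flux B-score, printed positive for inhibition, exceeds three library SD while starting fluorescence stays within three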;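 further: channel opened by potassium depolarization with thallium stimulus after 20 min compound exposure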
Target sequence (P51787 whole entry, looked up): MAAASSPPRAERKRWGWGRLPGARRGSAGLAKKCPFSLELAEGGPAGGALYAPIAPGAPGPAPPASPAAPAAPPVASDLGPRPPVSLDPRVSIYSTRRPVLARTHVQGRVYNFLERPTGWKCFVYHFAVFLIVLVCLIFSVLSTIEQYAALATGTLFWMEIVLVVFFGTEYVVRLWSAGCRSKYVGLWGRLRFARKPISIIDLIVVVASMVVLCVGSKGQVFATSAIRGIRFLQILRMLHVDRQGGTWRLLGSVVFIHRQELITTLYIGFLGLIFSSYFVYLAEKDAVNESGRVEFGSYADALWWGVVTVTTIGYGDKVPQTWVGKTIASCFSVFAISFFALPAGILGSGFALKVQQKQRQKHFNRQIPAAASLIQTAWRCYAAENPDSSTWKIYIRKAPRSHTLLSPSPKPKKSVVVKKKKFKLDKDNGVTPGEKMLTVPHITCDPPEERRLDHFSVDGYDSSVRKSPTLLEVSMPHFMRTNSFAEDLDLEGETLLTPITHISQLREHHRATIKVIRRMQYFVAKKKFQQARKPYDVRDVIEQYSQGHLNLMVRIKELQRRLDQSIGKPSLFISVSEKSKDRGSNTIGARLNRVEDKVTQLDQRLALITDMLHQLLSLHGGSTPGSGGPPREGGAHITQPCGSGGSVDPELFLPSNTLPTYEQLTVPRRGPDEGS
KCNQ1 act = potentiators or activators of KCNQ1 channel, primary screen, cell-based, thallium flux, high-throughput | B-score at 10 µM | hit rate 0.35% among 310,000 | AID 2648, 2010 | CHO-K1 KCNQ1, thallium flux FluxOR fluorescence; stronger effect = higher value;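 active means fluorescence ratio B-score, a plate-corrected score, at least three library SD, with initial intensity B-score within 5 SD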
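Test system: CHO-K1 cells stably expressing KCNQ1 / Medium: assay buffer / Also added: depolarizing K+/Tl+ stimulus, K2SO4 and Tl2SO4 each 12.5 mM in 5x stock / Incubation: 90 min dye loading and 20 min compound exposure, both at room temperature / Signal: thallium influx via FluxOR fluorescence, kinetic imaging / Evaluation: B score of baseline-normalized fluorescence ratio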
HDAC3 inh = HDAC3 deacetylase inhibitors, primary screen, biochemical, fluorescence, cell-free homogeneous | inhibition, % at 8.3 µM | hit rate 0.15% among 320,000 | recombinant HDAC3, fluorogenic peptide/trypsin coupled | Histone deacetylase 3 (Homo sapiens), O15379; in the data active means inhibition above about 26%, passing the limit was not always enough; inconclusive means no clear call, values can overlap the other calls
ANO1 block = TMEM16A chloride channel inhibitors, primary screen, cell-based, HTS | Anoctamin-1 (Mus musculus), Q8BHY3 | HEK293 TMEM16A/YFP iodide influx fluorescence, ionomycin | normalized B-score (activity score, 25-100; higher = stronger inhibition) at 10 µM | hit rate 1.2% among 310,000 | AID 588511, 2011;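 active means ratio plate-corrected score three or more library SD toward inhibition, starting fluorescence score within five deviations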;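 further: score derived from kinetic fluorescence span divided by baseline fluorescence per well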
RGS4 inh = RGS4 inhibitors, primary screen, cell-based, HEK293 M3R inducible RGS4, calcium flux. Regulator of G-protein signaling 4 (Homo sapiens), P49798. Fluo-4 calcium flux; stronger effect = higher value; triggered by carbachol at its EC20. B-score at 10 µM. hit rate 0.45% among 310,000. AID 463165, 2010;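 active means B-score, a plate-corrected calcium signal, over three deviations above library mean, with baseline fluorescence within five deviations of library mean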;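 further: RGS4 expression induced by doxycycline in cells with stable M3 receptor; B-score is computed from the integrated fluorescence ratio over baseline after carbachol; higher B-score means a larger calcium signal and so more RGS4 inhibition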
Target sequence (P49798 whole entry, looked up): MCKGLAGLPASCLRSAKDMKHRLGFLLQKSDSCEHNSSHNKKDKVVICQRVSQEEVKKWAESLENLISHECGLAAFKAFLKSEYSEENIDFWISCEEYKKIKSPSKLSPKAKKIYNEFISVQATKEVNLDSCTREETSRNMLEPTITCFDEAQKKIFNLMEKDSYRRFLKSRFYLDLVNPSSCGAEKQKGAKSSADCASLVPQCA
KCNK3 block = human KCNK3 channel inhibitors, primary screen, CHO cells, FluxOR thallium flux, B-score; FluxOR fluorescence; stronger effect = lower value; AID 602410, 2012; B-score at 10 µM; Potassium channel subfamily K member 3 (Homo sapiens), O14649; hit rate 0.84% among 340,000;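 active means B-score under library mean minus 4 SD, starting fluorescence ratio at most library mean plus 5 SD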;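 further: more negative B-score means stronger inhibition of thallium flux through KCNK3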
SKKanGAS inh = S. pyogenes SKKanGAS growth inhibitors in kanamycin, primary screen, streptokinase expression inhibitor project, SKKanGAS strain, BacTiter-Glo luminescence; 6 h; inhibition, % at 7.5 µM; hit rate 1.3% among 300,000;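 active means mean replicate score, as percent of positive control median, at least 50; inconclusive means mean below 50 but one replicate at or above 50; inactive means mean and every replicate below 50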;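 further: strain carries kanamycin resistance gene driven by streptokinase promoter and grows in 40 µg/ml kanamycin; loss of luminescence reflects streptokinase promoter inhibition or plain growth inhibition; 0% = median of DMSO wells and 100% = positive control at its reference dose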
KCNK9 inh = KCNK9 potassium channel inhibitors, primary screen, HEK293 cells, thallium flux; hit rate 1.2% among 310,000; FluxOR thallium flux fluorescence; stronger effect = lower value; Potassium channel subfamily K member 9 (Homo sapiens), Q9NPC2; B-score at 10 µM; AID 488922, 2010;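 active means ratio B-score over 3 SD below the library mean, with starting fluorescence within 5 SD of its mean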;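 further: negative B-score means less thallium flux so channel inhibition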
hERG rescue = hERG rescue from dofetilide block, primary screen, cell-based, CHO-hERG, FluxOR thallium flux, dofetilide IC70; Voltage-gated inwardly rectifying potassium channel KCNH2 (Homo sapiens), Q12809; dofetilide IC70 present; activation (rescue from dofetilide block), less the hit threshold, % at 10 µM; hit rate 0.51% among 310,000; AID 1511, 2009;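 active means activation above the mean of controls blocked by dofetilide plus 5 SD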;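 further: thallium influx through hERG after potassium depolarization seen as dye fluorescence rise; in these data hits start at about 4.7%; inactives centre near -7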
TMEM16A act = TMEM16A chloride channel activators or potentiators, primary screen, cell-based, HTS; Anoctamin-1 (Mus musculus), Q8BHY3; HEK293 TMEM16A/YFP-H148Q/I152L, iodide quench fluorescence; stronger effect = lower value; B-score at 10 µM; hit rate 0.3% among 340,000; AID 623877, 2012;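 active means fluorescence-ratio B-score plate-corrected deviation score at least 3 library SD below zero, with starting fluorescence score within 5 deviations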;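 further: channel opened by trigger with iodide after compound preincubation; score built on the fluorescence ratio of max minus min over baseline; more negative score means more quench and so TMEM16A activation or potentiation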
An asterisk follows results filed as active; i = inactive; ? = inconclusive; nt = not tested or not shown.

SMILES | RGS4 act | KCNQ1 inh | KCNQ1 act | HDAC3 inh | ANO1 block | RGS4 inh | KCNK3 block | SKKanGAS inh | KCNK9 inh | hERG rescue | TMEM16A act
O=C(COC(=O)/C=C/c1ccc(C(F)(F)F)cc1)NCCC1=CCCCC1 | i | i | i | -3 | i | i | i | 26 | i | -10 | i
O=C1CC(Cc2ccc(Cl)cc2)C(=O)N1c1ccccn1 (configuration not stated) | i | i | i | 2 | i | i | i | 0 | i | -3 | i
Cc1cccc(C(=O)Nc2cc(C)ccc2NC(=O)COc2ccccc2)c1 | i | i | i | ? | i | i | i | -1 | i | -11 | i
CC(=O)N1CCN(C2=NC(=O)/C(=C/c3ccc(OS(=O)(=O)c4ccccc4)cc3)S2)CC1 | i | i | i | 2 | i | i | i | 4 | i | -10 | i
CCCC1OC23CCCCC2C(C#N)(C(=N)O3)C1(C#N)C#N (configuration not stated) | i | i | i | -7 | i | i | i | 3 | i | -13 | i
Cc1cccn2c(=O)c3cc(C(=O)NCCc4ccccc4)c(=N)n(CCCn4ccnc4)c3nc12 | i | i | i | -244 | i | i | i | 3 | i | -22 | i
O=C(Nc1ccccn1)C1CCN(C(=O)Nc2ccccc2)CC1 | i | i | i | -4 | i | i | i | 0 | i | -13 | i
CN(C)C(=O)N1CCC(C(=O)N2CCCC(C(=O)c3cccc4ccccc34)C2)CC1 (configuration not stated) | i | i | i | -10 | i | i | i | 18 | i | 2 | i
CC1CCCCN1C(=O)c1ccc(S(=O)(=O)N2CCCCC2C)cc1 (configuration not stated) | i | i | i | -4 | i | i | i | 0 | i | -5 | i
COc1ccc(CCN2C(=O)CC(NNC(=O)c3cccc(O)c3)C2=O)cc1 (configuration not stated) | i | i | i | 1 | i | i | i | 1 | i | 0 | i
CCn1c2ccccc2c2cc(NC(=O)COC(=O)c3ccccc3Br)ccc21 | i | i | i | 1 | i | i | i | 3 | i | -12 | i
CCOC(=O)c1cnn(-c2cc(Oc3ccccc3)ncn2)c1N | i | i | i | 2 | i | i | i | 6 | i | -6 | i
O=C(CN(Cc1cccs1)C(=O)CNS(=O)(=O)c1ccc(Cl)cc1)NCC1CCCO1 (configuration not stated) | i | i | i | 10 | i | i | i | -8 | i | -7 | i
Nc1nnc(-c2cccc([N+](=O)[O-])c2)s1 | i | i | i | 7 | i | i | i | 1 | i | -3 | i
CC(=O)NCCc1nc2cc(NS(=O)(=O)c3ccccc3)ccc2n1C | i | i | i | 0 | i | i | i | 1 | i | -3 | i
CCCn1cnnc1CNC(=O)C1CCC(=O)N(CCc2ccc(OC)cc2)C1 (configuration not stated) | i | i | i | -1 | i | i | i | 0 | i | -1 | i
COc1ccc(S(=O)(=O)N2CCC(C(=O)N[C@H](C(=O)NCc3ccncc3)C(C)C)CC2)cc1 | i | i | i | 0 | i | i | i | 1 | i | -6 | i
CC(C)CNC(=O)c1cc2nc(C3CC3)cc(C(F)(F)F)n2n1 | i | i | i | -1 | i | i | i | 1 | i | -12 | i
CCOC(=O)c1cccc(NC(=O)Cn2c(CC(=O)N3CCCC3)nc3ccccc32)c1 | i | i | i | nt | nt | i | nt | 3 | i | -14 | nt
CC1(c2ccc(Cl)cc2)NC(=O)N(CC(=O)N2CCCC2)C1=O (configuration not stated) | i | i | i | 4 | i | i | i | 7 | i | -8 | i
Cc1cc(C)nc(N/N=C/C2=C(O)CC(c3ccc(F)cc3)CC2=O)n1 (configuration not stated) | i | i | i | -5 | i | i | i | -2 | i | -7 | i
CC(C)n1c(SCC(=O)Nc2ccccc2)nc2c1c(=O)[nH]c(=O)n2C | i | i | i | -15 | i | i | i | 2 | i | -3 | i
CCOC(=O)CC(=O)CSc1ccc2nnc(-c3cccc(F)c3)n2n1 | i | i | i | -2 | i | i | i | 12 | i | -6 | i
CC1CCCC(C)N1C(=O)c1cc(-c2ccco2)on1 (configuration not stated) | i | i | i | -1 | i | i | i | -1 | i | -5 | i
CCNC(=S)N(CCc1c(C)[nH]c2ccc(C)cc12)Cc1cccs1 | i | i | i | 0 | i | i | i | 1 | i | -3 | i
O=C(Nc1nccs1)C1CC(=O)N(c2ccccc2Cl)C1 (configuration not stated) | i | i | i | 3 | i | i | i | -8 | i | -9 | i
COC(=O)c1sccc1NC(=S)Nc1ccc(F)cc1 | i | i | i | -3 | i | i | i | 2 | i | -8 | i
CCOC(=O)C1CCCN(S(=O)(=O)c2nc3nc(C)cc(C)n3n2)C1 (configuration not stated) | i | i | i | 0 | i | i | i | nt | i | -8 | i
C=CCc1cc(Cl)ccc1OCCN(C)C | i | i | i | 5 | i | i | i | 2 | i | -11 | i
O=C(NC1CCCCC1)C(=O)N(Cc1cccnc1)C(C(=O)NCc1ccco1)c1ccccc1 (configuration not stated) | i | i | i | -4 | i | i | nt | 0 | i | -3 | nt
CCOC(=O)c1c(-c2ccccc2)oc2ccc(OCC(O)CNCCN(C)C)cc12 (configuration not stated) | -7.6* | i | i | -51 | i | i | i | 0 | i | -11 | i
CCCCNC(=O)Cn1c2c(c(-c3ccccc3Cl)cc1=O)CCC2 | i | i | i | -4 | i | i | i | -10 | i | -13 | i
O=C(Nc1ccc(Cl)cc1)NC1CCCCNC1=O (configuration not stated) | i | i | i | -2 | i | i | i | 4 | i | -1 | i
CC(C)C(C)NC(=O)CSc1nnc(-c2c[nH]c3ccccc23)o1 (configuration not stated) | i | i | i | -2 | i | i | i | -10 | i | 2 | i
CCN(CC)CCNC(=O)Cn1nc(-c2ccc(C)cc2)ccc1=O | i | i | i | 0 | i | i | i | -13 | i | -6 | i
Cc1ccc(-c2cc(N)n(-c3ccc(C)cc3)n2)cc1 | i | i | i | -6 | i | i | i | 2 | i | -5 | i
Cc1ccc(NC(=S)NCC(C)CSc2ccc(Cl)cc2)cc1 (configuration not stated) | i | 8* | i | 3 | i | i | i | 38 | i | -10 | i
O=C(Cc1ccc([N+](=O)[O-])cc1)N1N=C2CCCCC2C1(O)C(F)(F)F (configuration not stated) | i | i | i | 0 | i | i | i | -3 | i | -2 | i
CC12CCC(C(=O)Nc3ccccc3Br)(C/C1=N\O)C2(C)C (configuration not stated) | i | i | i | 7 | i | i | i | 11 | i | -10 | i
Cc1ccc(Nc2ncnc(N)n2)cc1 | i | i | i | -3 | i | i | i | 6 | i | -3 | i
O=C(COc1ccc2c3c(c(=O)oc2c1)CCCC3)NCc1cccnc1 | i | i | i | -4 | i | i | i | -7 | i | -5 | i
COc1cc(-c2nnc(NC(=O)CCS(=O)(=O)c3ccc(F)cc3)o2)cc(OC)c1OC | i | i | i | 0 | i | i | i | 16 | i | -16 | i
CCOc1ccc(NC(=O)CN(C)C(=O)c2ccc(=O)[nH]c2)cc1OCC | i | i | i | 3 | i | i | i | 1 | i | -6 | i
Cn1c(=O)c2c(nc(SCC(=O)c3cccs3)n2Cc2ccc(F)cc2)n(C)c1=O | i | i | i | -6 | i | i | i | 12 | i | -7 | i
CC(=O)N1c2c(cc(Br)cc2S(=O)(=O)N2CCN(c3ccccc3F)CC2)CC1C (configuration not stated) | i | i | i | 2 | 25* | i | i | 15 | i | -5 | i
Cc1cc(C)n2c(SCc3ccc(Br)cc3)nnc2n1 | i | i | i | -6 | i | i | i | -4 | i | -11 | i
CC1=NOC(=O)/C1=C/c1ccc(O)c(Br)c1 | i | i | i | 11 | i | 9.1* | i | -2 | i | -16 | i
O=S(=O)(NCC1CCN(c2ccc(S(=O)(=O)N3CCOCC3)cc2)CC1)c1ccc(F)cc1 | i | i | i | -2 | i | i | i | 1 | i | -3 | i
CCn1c(=N)n(CC(=O)c2ccc(OC)c(OC)c2)c2ccccc21 | i | i | i | 0 | i | i | i | 8 | i | -7 | i
COCCC(=O)NC12CC3CC(CC(C3)C1)C2 | i | i | i | 9 | i | i | i | 2 | i | -3 | i
Cc1nnc(SCC(=O)Nc2ccc(F)cc2F)n(N)c1=O | i | i | i | 11 | i | i | i | 1 | i | -4 | i
CC1CCN(C(=O)c2cc(S(=O)(=O)N3CCCCC3)c[nH]2)CC1 | i | i | i | 0 | i | i | i | -8 | i | -10 | i
COc1ccccc1N1CCN(C(c2cccs2)C(C)NS(=O)(=O)c2ccccc2)CC1 (configuration not stated) | i | 6* | i | -4 | i | i | -9.6* | 6 | i | -14 | i
CCCc1c(C(=O)N/N=C/c2ccncc2)nnn1-c1nonc1N | i | i | i | nt | nt | i | i | -5 | i | -10 | i

Filtered by structure: the compounds so far containing a nitro group on carbon
SMILES | RGS4 act | KCNQ1 inh | KCNQ1 act | HDAC3 inh | ANO1 block | RGS4 inh | KCNK3 block | SKKanGAS inh | KCNK9 inh | hERG rescue | TMEM16A act
Nc1nnc(-c2cccc([N+](=O)[O-])c2)s1 | i | i | i | 7 | i | i | i | 1 | i | -3 | i
O=C(Cc1ccc([N+](=O)[O-])cc1)N1N=C2CCCCC2C1(O)C(F)(F)F (configuration not stated) | i | i | i | 0 | i | i | i | -3 | i | -2 | i

Pulled one by one from the list above, two records:
SMILES | RGS4 act | KCNQ1 inh | KCNQ1 act | HDAC3 inh | ANO1 block | RGS4 inh | KCNK3 block | SKKanGAS inh | KCNK9 inh | hERG rescue | TMEM16A act
Cc1nnc(SCC(=O)Nc2ccc(F)cc2F)n(N)c1=O | i | i | i | 11 | i | i | i | 1 | i | -4 | i
CC(=O)N1c2c(cc(Br)cc2S(=O)(=O)N2CCN(c3ccccc3F)CC2)CC1C (configuration not stated) | i | i | i | 2 | 25* | i | i | 15 | i | -5 | i

Screening results (PubChem BioAssay)

Compounds as they come; any-hit rate near 6.3%.
